GRK2 aptamer HTS – compounds blocking aptamer binding on GRK2 – biochemical, human GRK2, bead flow cytometry, HTS, primary screen | Beta-adrenergic receptor kinase 1 (Homo sapiens), P25098 | FAM-aptamer displacement from GRK2 | inhibition of aptamer binding, % at 10 µM | 0.59% of 330,000 active;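 active = inhibition of aptamer binding above 40%, roughly 3 SD of noise, on plates passing a quality check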;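 note: median bead fluorescence of bound FAM aptamer so fluorescent compounds give negative values; no value below 0 was filed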
BCLXL inh – inhibitors of human Bcl-xL, primary screen, biochemical, fluorescence polarization, HTS; Bcl-2-like protein 1 (Homo sapiens), Q07817; GST-Bcl-xL / FITC-Bim BH3 peptide fluorescence polarization; inhibition, % at 10.9 µM; 0.7% of 320,000 active;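 active = inhibition above the mean of all tested compounds plus 3 SD, cutoff set per campaign, cut at about 30% in these data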;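 note: 0% = DMSO wells and 100% = unlabeled Bim-BH3 peptide competitor; inhibitors lower millipolarization by displacing the labeled peptide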
GLD-1 RNA inh – GLD-1/TGE RNA complex disruptors, primary screen, biochemical, fluorescence polarization | AID 2280, 2010 | Female germline-specific tumor suppressor gld-1 (Caenorhabditis elegans), Q17339 | 0.44% of 320,000 active | inhibition, % at 5.96 µM | purified GLD-1 + fluorescein TGE RNA;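 active = percent inhibition above a per-plate cutoff, the plate mean of test compounds plus 3 SD, cut at about 30% in these data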;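 note: 0% = DMSO wells with GLD-1 and probe and 100% = wells lacking GLD-1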
PME-1 primary – PME-1 inhibitors via competitive probe labeling, primary screen, biochemical, fluorescence polarization, FP-Rh probe, HTS; recombinant PME-1; AID 2130, 2009; 0.53% of 320,000 active; Protein phosphatase methylesterase 1 (Homo sapiens), Q9Y570; inhibition, % at 5.9 µM;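 active = inhibition above the campaign mean of all compounds plus 3 SD, cut at about 26% in these data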;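 note: competitive labeling of PME-1 active site by serine hydrolase directed probe; 0% = PME-1 with DMSO and 100% = wells lacking PME-1 enzyme; inhibitors block probe labeling so polarization falls and inhibition rises; many of its hits are not listed in these tables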
MEX-5 binding – MEX-5 zinc finger RNA-binding disruptors – biochemical, C. elegans, fluorescence polarization, MLPCN library, primary screen; Zinc finger protein mex-5 (Caenorhabditis elegans), Q9XUB2; MEX-5/FITC-TCR2 RNA binding; stronger effect = lower value; activity score (negative = inhibition of binding), % at 10 µM; 0.38% of 300,000 active; AID 1832, 2009;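 active = inhibition past about -25% in most replicates, and total fluorescence under double the plate's negative control median, limit read from the data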;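 note: 0% = DMSO and -100% = 5 µM competing unlabeled TCR2 RNA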
Target sequence (Q9XUB2 whole entry, looked up): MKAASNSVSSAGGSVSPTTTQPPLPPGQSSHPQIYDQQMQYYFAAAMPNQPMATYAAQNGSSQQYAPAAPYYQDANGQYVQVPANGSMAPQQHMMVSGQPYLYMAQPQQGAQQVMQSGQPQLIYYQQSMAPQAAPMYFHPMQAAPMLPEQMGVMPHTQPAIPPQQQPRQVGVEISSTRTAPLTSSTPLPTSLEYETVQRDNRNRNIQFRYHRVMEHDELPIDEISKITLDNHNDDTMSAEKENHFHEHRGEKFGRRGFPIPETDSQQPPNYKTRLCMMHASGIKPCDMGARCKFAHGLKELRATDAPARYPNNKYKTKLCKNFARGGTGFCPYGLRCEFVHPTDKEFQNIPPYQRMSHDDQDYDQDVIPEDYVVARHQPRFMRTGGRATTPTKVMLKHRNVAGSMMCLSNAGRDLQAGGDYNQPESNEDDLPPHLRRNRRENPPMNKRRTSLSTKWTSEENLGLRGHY
Efflux pump inh – inhibitors of Candida efflux pumps in yeast, primary screen, S. cerevisiae, Nile Red, multiplex | AID 485275, 2010 | 0.44% of 330,000 active | S. cerevisiae Candida pump triplex | inhibition, % at 10 µM;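 active = plate passing quality check with inhibition over a set limit, or well fluorescence over plate mean plus 4 SD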;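 note: Nile Red retained in pooled yeast measured as flow cytometry median fluorescence; 0% = buffer negative control and 100% = Enniatin B positive control; higher means more Nile Red kept so more efflux inhibition; some compounds called inactive have numbers as strong as hits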
Fam108B inh – mouse Fam108B serine hydrolase inhibitors, primary screen, counter-screen for RBBP9 inhibitor project, biochemical, fluorescence polarization; recombinant Fam108B, FP-Rh probe fluorescence polarization; inhibition, % at 9.51 µM; 0.33% of 300,000 active; AID 1947, 2009;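 active = inhibition above the screen mean inhibition plus 3 SD, computed separately per campaign, cut at about 18% in these data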;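 note: inhibitors lower polarization as less probe binds the enzyme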
VLA-4 inh – inhibition in human VLA-4 binding assay, primary screen, VLA-4 allosteric modulator project, MLPCN library, flow cytometry, VLA-4 expressing cells. 0.2% of 330,000 active. inhibition, % (about 7 µM as worked out from the volumes in the protocol). ligand binding flow cytometry. AID 2557, 2010. Integrin alpha-4 (Homo sapiens), P13612; in the data active = inhibition above about 50%
MCL1-BIM inh – inhibitors of MCL1 binding to BIM-BH3, primary screen, biochemical, fluorescence polarization; Induced myeloid leukemia cell differentiation protein Mcl-1 (Homo sapiens), Q07820; GST-MCL1 / FITC-Bim-BH3 fluorescence polarization; inhibition, % at 10.9 µM; 0.68% of 320,000 active;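 active = inhibition above the mean inhibition of all tested compounds plus 3 SD, set per campaign, cut at about 40% in these data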;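 note: 0% = DMSO wells and 100% = unlabeled Bim-BH3 peptide control; higher means more loss of mP so more displacement of Bim peptide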
Target sequence (Q07820 whole entry, looked up): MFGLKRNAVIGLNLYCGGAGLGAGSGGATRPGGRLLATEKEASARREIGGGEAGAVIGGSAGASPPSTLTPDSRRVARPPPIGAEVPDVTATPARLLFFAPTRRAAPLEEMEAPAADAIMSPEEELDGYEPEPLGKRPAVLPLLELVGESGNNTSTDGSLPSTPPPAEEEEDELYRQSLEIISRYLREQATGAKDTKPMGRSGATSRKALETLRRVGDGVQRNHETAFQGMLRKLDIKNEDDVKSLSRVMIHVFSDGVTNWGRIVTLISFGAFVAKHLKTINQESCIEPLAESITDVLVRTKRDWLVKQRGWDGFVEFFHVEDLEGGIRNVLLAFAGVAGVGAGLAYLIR
Numbers without * were called inactive; / = not tested or not shown; & = joins results of further samples.

| smiles | GRK2 aptamer HTS | BCLXL inh | GLD-1 RNA inh | PME-1 primary | MEX-5 binding | Efflux pump inh | Fam108B inh | VLA-4 inh | MCL1-BIM inh |
| --- | --- | --- | --- | --- | --- | --- | --- | --- | --- |
| CN(C)CCCN1c2ccccc2Sc2ccc(Cl)cc21 | 0&0 | 0&5 | 0&3 | 2&1 | 2.5&4.9 | 0.0&-0.1 | 2&0 | 18&29 | 9&13 |
| CCc1nc2ccccc2n1Cc1ccccc1OC | 6 | -4 | 5 | 3 | 3.2 | 0.2 | -2 | 11 | -7 |
| Cc1[nH]nc2c1C(c1cccs1)C1=C(CCCC1=O)N2 (stereo unspecified) | 1 | 6 | -3 | 3 | -1.4 | 0.1 | -1 | 0 | 2 |
| CC(=O)Oc1ccc2c(=O)c(N3C(=O)c4ccccc4C3=O)c(C)oc2c1 | 1 | -3 | 3 | -8 | -0.5 | -0.8 | -3 | 5 | -3 |
| COc1ccc(Br)cc1/C=C/C(=O)Nc1ccc(C)cc1 | 4 | 6 | 3 | -53 | -2.9 | -2.7 | -36 | 8 | -7 |
| CCc1ncc(CN2CCCCC2C(=O)Nc2ccc(Oc3ccccc3)nc2)cn1 (stereo unspecified) | 0 | 6 | 4 | 3 | 0.7 | 0.0 | 3 | -2 | 9 |
| O=C(Nc1ccccc1N1CCCCC1)c1cnccn1 | 2 | 1 | 3 | 8 | -0.1 | -0.2 | -5 | 6 | 3 |
| COc1cccc(N(CC(=O)NC2CC3CCC2C3)S(=O)(=O)c2ccccc2)c1 (stereo unspecified) | 0 | 0 | 7 | -3 | 1.0 | -0.1 | 1 | 12 | -6 |
| Cc1ccc(S(=O)(=O)Nc2cccc(N(C)S(C)(=O)=O)c2)cc1[N+](=O)[O-] | 2 | 0 | 4 | -8 | 0.0 | -0.2 | -2 | -2 | 2 |
| S=c1nc(-c2ccccc2)[nH]c2ccccc12 | 2 | 11 | 0 | -7 | 1.0 | 0.0 | 2 | -3 | 10 |
| O=C(CNC(=O)c1ccc(Cl)cc1Cl)OCc1nnc(-c2ccccc2Br)o1 | 0 | / | -8 | / | / | 0.3 | / | 3 | / |
| Cc1ccc(C(=O)Nc2nnc(C)s2)cc1 | 0 | 5 | 0 | -5 | 0.2 | 0.1 | 6 | 9 | 9 |
| Cc1ccc(NC(=O)C(NC2CCCc3ccccc32)c2ccccc2)cc1Cl (stereo unspecified) | 1 | -2 | 5 | -8 | 1.7 | 0.1 | 0 | 4 | -13 |
| N#CCCN1CCN(S(=O)(=O)c2ccc(S(=O)(=O)NCC3CCCO3)cc2)CC1 (stereo unspecified) | 0 | 1 | 7 | 2 | -0.3 | 0.1 | -4 | -19 | -4 |
| CCOP(=O)(OCC)C(NC(=O)Nc1ccc(Cl)cc1)c1ccccc1 (stereo unspecified) | 0 | 4 | 3 | -2 | -1.1 | 0.0 | 7 | 1 | 5 |
| COc1ccc(NS(=O)(=O)c2cc3c4c(c2)CCN4C(=O)CC3)cc1OC | 3 | -2 | -4 | 3 | -2.7 | 0.0 | -1 | 2 | 3 |
| CC1CCCC(NC(=O)c2cccc(N3CCCC3=O)c2)C1C (stereo unspecified) | 3 | 5 | 3 | 0 | 0.7 | -0.1 | 1 | 34 | -4 |
| CCCn1c(=O)c(C(=O)Nc2cc(C)ccn2)c(O)c2ccccc21 | 0 | 6 | 3 | 0 | -2.7 | 0.1 | 1 | 5 | 11 |
| COc1cccc(OC)c1OCCCOc1cccc2cccnc12 | 2 | 2 | 6 | -1 | 0.7 | -0.5 | -3 | 4 | -2 |
| Cn1c(=O)c2[nH]c(N3CCN(c4ccccn4)CC3)nc2n(C)c1=O | 1 | 2 | -1 | -3 | 2.5 | -0.2 | 2 | 7 | 5 |

The closing three records of the section above are carried over, then new ones follow.
| smiles | GRK2 aptamer HTS | BCLXL inh | GLD-1 RNA inh | PME-1 primary | MEX-5 binding | Efflux pump inh | Fam108B inh | VLA-4 inh | MCL1-BIM inh |
| --- | --- | --- | --- | --- | --- | --- | --- | --- | --- |
| CCCn1c(=O)c(C(=O)Nc2cc(C)ccn2)c(O)c2ccccc21 | 0 | 6 | 3 | 0 | -2.7 | 0.1 | 1 | 5 | 11 |
| COc1cccc(OC)c1OCCCOc1cccc2cccnc12 | 2 | 2 | 6 | -1 | 0.7 | -0.5 | -3 | 4 | -2 |
| Cn1c(=O)c2[nH]c(N3CCN(c4ccccn4)CC3)nc2n(C)c1=O | 1 | 2 | -1 | -3 | 2.5 | -0.2 | 2 | 7 | 5 |
| Cc1[nH]c2ccccc2c1C(=O)CSc1ncn[nH]1 | 2 | 7 | -4 | -2 | 0.7 | -0.1 | -3 | -3 | 4 |
| CCc1cc(C(=O)Nc2ccc(C)cc2Br)cs1 | 1 | 8 | -6 | 1 | -0.8 | -0.1 | -2 | 1 | 5 |
| CN(Cc1ccon1)C(=O)CCc1nnc(Cc2ccc(-c3ccccc3)cc2)o1 | 0 | 4 | 3 | -5 | -1.2 | -0.1 | -3 | 18 | 3 |
| COc1ccc(CC(=O)N/N=C/c2ccc(Cl)s2)cc1OC | 2 | 5 | 3 | -8 | -0.5 | 0.1 | -1 | 4 | 11 |
| O=C(CSc1nnc2nnc3ccccc3n12)N1CCOCC1 | / | 22 | 22 | 2 | -9.3 | 0.0 | -3 | -13 | 25 |
| C=C1C[C@H](O[C@@H]2O[C@H](CO)[C@@H](O)[C@H](O)[C@H]2O)[C@@H]2[C@H](OC(=O)[C@H]2C)[C@H]2[C@H](C)[C@@H](O)C[C@@H]12 | 4 | / | 1 | / | / | -0.3 | / | 1 | / |
| CN(C)S(=O)(=O)N1CCC(Cc2ccccc2)CC1 | 0 | -2 | 3 | 5 | 1.4 | 0.2 | 10 | -6 | 0 |
| O=C(NCCN1CCN(C(=O)c2ccc(F)cc2)CC1)c1ccc(F)cc1 | 0 | 1 | 0 | -2 | 1.7 | 0.0 | -2 | 23 | 8 |
| Cc1c(C(=O)NCc2ccc3c(c2)OCO3)oc2ccc(S(=O)(=O)N3CCCCC3)cc12 | 0 | 1 | 4 | -13 | -0.5 | -0.1 | -8 | -2 | 2 |
| CN(C)/C=N/c1nc2ccc3c(c2s1)CCCC3 | 1 | -1 | -5 | 1 | -3.4 | 0.1 | -3 | 17 | -4 |
| O=C(Nc1ccccc1F)C(c1ccccc1)c1ccccc1 | 0 | 4 | 4 | 4 | -2.0 | 0.0 | 0 | 4 | 3 |
| COc1cc(C(N)=O)cc(Cl)c1OC | 0 | -1 | 8 | -5 | 1.8 | -0.1 | -4 | 10 | -5 |
| O=c1onc(-c2cccnc2)n1-c1ccccc1F | 1 | 4 | 3 | 1 | -1.0 | -0.1 | 1 | 1 | -3 |
| COC(=O)c1sccc1NC(=O)COc1ccc(Cl)cc1 | 0 | 8 | -3 | -53 | -1.5 | -1.2 | -4 | 5 | 4 |
| O=[N+]([O-])c1ccc(N2CCCCC2)c(-c2nn[nH]n2)c1 | 2 | 6 | 2 | -2 | -1.7 | -0.1 | -4 | 7 | 6 |
| CCOc1ccc(NC(=O)CCc2nnc3ccc(N4CCC(C)CC4)nn23)cc1 | 1 | -1 | 7 | 1 | 0.5 | -0.1 | -3 | 0 | 0 |
| CCC(=O)OCCn1c(=O)c2ccccc2c2ccccc2c1=O | 2 | 3 | 7 | 4 | 1.2 | -0.2 | 8 | -11 | 0 |
| COc1cccc(N2C(=O)CC(N3CCN(c4ccc([N+](=O)[O-])cc4)CC3)C2=O)c1 (stereo unspecified) | 1 | 3 | 4 | 0 | -0.2 | 0.0 | -4 | 8 | 2 |
| C/C(=N\NC(=S)Nc1cc(S(=O)(=O)N2CCOCC2)ccc1Cl)c1ccccc1F | 0 | 4 | 0 | 7 | -1.5 | -0.1 | -6 | 12 | 26 |
| COc1ccc(/C=N/Nc2ccc(C(=O)O)cc2)cc1Br | 0 | 4 | 4 | 2 | 0.3 | 0.0 | 7 | 1 | -5 |

Next section:
Under each structure: GRK2 aptamer HTS	BCLXL inh	GLD-1 RNA inh	PME-1 primary	MEX-5 binding	Efflux pump inh	Fam108B inh	VLA-4 inh	MCL1-BIM inh
c1ccc(N2CCN(c3ccccc3)C2c2ccncc2)cc1
 : 5	1	4	-4	1.9	-0.1	1	-5	-3
Cc1occc1-c1nnc(SCC(=O)Nc2ccccn2)o1
 : 0	1	7	2	0.8	0.1	1	1	6
COc1ccc(C(=O)NCC(=O)OCc2ccc(Cl)cc2Cl)cc1OC
 : 3	4	4	1	/	0.2	/	2	1
COc1ccc(-n2c(SCC(=O)N/N=C/c3ccccc3OCC(=O)O)nc3ccccc3c2=O)cc1
 : 9	3	7	-9	-1.5	0.0	5	-14	7
CCn1c(N2CCN(C(=S)Nc3ccc(OC)cc3)CC2)nc2ccccc21
 : 0	0	-1	4	0.0	-0.1	2	26	3
CCCC[C@H]1COCCS(=O)(=O)N1Cc1cccc(F)c1
 : 0	8	0	-1	0.2	-0.1	2	-16	12
CCC(Sc1nc(-c2cccc(OC)c2)c(C#N)c(=O)[nH]1)C(=O)Nc1nnc(C(C)C)s1 (stereo unspecified)
 : 4	1	3	1	-1.6	0.0	-2	-4	2
O=C1CN(C(=O)COc2ccc(F)cc2Br)c2ccccc2N1
 : 2	-5	2	-2	-1.7	-0.2	0	5	-5
CC(=O)NCCC(=O)N(Cc1ccccc1)c1nc2c(C)cccc2s1
 : 3	6	-2	-6	1.6	-0.9	2	10	0
COc1cc(NC(=S)NCCN2CCOCC2)cc(OC)c1OC
 : 3	6	2	2	0.2	0.0	1	3	13
Cc1c(NC(=O)c2cccc(F)c2)c(=O)n(-c2ccccc2)n1C
 : 1	1	7	-4	0.4	0.7	2	2	-2
O=C(NC(=S)N1CCCC1)c1ccccc1Cl
 : 0	9	0	0	0.4	0.0	1	11	11
COc1ccc(N2C(=O)C3CCCN3C2c2ccccc2)cc1 (stereo unspecified)
 : 3	1	4	3	0.1	0.0	2	-4	5

Only part of the results is shown (hit frequency here may not be typical).
